Compound activity deposited in PubChem BioAssay by Broad Institute.
ARNT TACC3 PPI: disruptors of ARNT/TACC3 protein interaction, primary screen, biochemical, AlphaScreen, single concentration; AlphaScreen His-ARNT PAS-B/GST-TACC3 binding, luminescence; TACC3 fragment carries E629A point mutation; AID 623870, 2012; 390,000 compounds, 0.66% hits; Transforming acidic coiled-coil-containing protein 3 (Homo sapiens), Q9Y6A5; inhibition, % at 9.99 µM;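 active = mean inhibition of replicates at least 50% and at least half of replicates each reaching 50%; inconclusive = half or more replicates reach 50% but mean below 50%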;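 also: 0% = complete ARNT plus TACC3 wells and 100% = ARNT alone without TACC3; many hits fall short of the cut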
RAD52 anneal inh: RAD52 DNA annealing inhibitors, primary screen, biochemical, FRET, single point, set 2; DNA repair protein RAD52 homolog (Homo sapiens), P43351; recombinant RAD52 DNA annealing, FRET fluorescence; inhibition, % at 18.7 µM; 360,000 compounds, 0.46% hits; AID 651710, 2012;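 active = every replicate showing at least 50% inhibition; inconclusive = mean inhibition at least 50% but not in every replicate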
ERp5 inh: inhibitors of ERp5-driven insulin aggregation, primary screen, biochemical, turbidity, absorbance 650 nm, single point; Protein disulfide-isomerase A6 (Homo sapiens), Q15084; 90 min; inhibition, % at 9.99 µM; 350,000 compounds, 0.05% hits; AID 651711, 2012;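 active = mean replicate inhibition above about 25%, with every replicate also reaching it, limit read from the data, passing the limit was not always enough; inconclusive = only one of those two criteria met; inactive = neither criterion met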
Target sequence (Q15084 whole entry, looked up): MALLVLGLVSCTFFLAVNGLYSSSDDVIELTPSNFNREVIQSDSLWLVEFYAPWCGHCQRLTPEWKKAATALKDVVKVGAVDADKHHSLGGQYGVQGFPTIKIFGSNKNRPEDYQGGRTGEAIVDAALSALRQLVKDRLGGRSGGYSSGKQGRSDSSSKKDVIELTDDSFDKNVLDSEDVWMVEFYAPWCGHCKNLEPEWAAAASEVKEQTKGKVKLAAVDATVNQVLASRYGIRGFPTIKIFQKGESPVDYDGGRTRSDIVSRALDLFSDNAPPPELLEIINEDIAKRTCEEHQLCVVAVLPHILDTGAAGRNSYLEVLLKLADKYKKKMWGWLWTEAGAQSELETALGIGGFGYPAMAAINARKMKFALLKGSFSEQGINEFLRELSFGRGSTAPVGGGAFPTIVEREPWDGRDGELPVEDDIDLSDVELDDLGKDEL
CASP6 VEID inh: human caspase-6 inhibitors, primary screen, biochemical, VEID-R110 fluorescence, single point, set 2. purified caspase-6, Z-VEID-R110 cleavage fluorescence. inhibition, % at 12.5 µM. 350,000 compounds, 0.53% hits. AID 686996, 2013;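 active = mean inhibition across replicates at least about 35%, with every replicate also reaching that limit, limit read from the data; inconclusive = only one of the two criteria met; inactive = neither criterion met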;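 also: 0% = median of neutral control wells and 100% = no fluorescence left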
Target sequence (P55212 24-179 limits assumed): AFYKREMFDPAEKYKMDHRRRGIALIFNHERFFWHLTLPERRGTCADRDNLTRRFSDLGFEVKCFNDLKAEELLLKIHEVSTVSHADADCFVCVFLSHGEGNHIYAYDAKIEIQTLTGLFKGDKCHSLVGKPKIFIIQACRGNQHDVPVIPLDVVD
Target sequence (P55212 194-293 limits assumed): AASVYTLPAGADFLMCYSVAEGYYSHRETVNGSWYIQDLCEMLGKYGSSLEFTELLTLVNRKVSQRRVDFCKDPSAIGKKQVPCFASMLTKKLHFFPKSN
E-selectin induc: E-selectin induction in HUVECs, primary screen, imaging, HUVEC, immunofluorescence imaging, single point; 260,000 compounds, 0.37% hits; AID 686992, 2013; activation, % at 7.58 µM; normalized: neutral wells 0, TNF-alpha wells 100; P16581;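 active = mean E-selectin-positive cell signal at least 10% of the positive control, reached in at least 60% of replicates, without over 20% cell loss; inconclusive = no rule given, readout overlaps actives, possibly toxicity-flagged; inactive = the rest, including those meeting only one limit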;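 also: in these data hits start at about 27%; measured in HUVEC primary endothelial cells; signal is the percent of cells scored E-selectin positive by PE staining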
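Material: HUVEC primary endothelial cells; Amount: 3,000 cells per well; Dosing: single concentration; Medium: EGM-2 growth medium on 0.1% gelatin-coated wells; Read-out basis: percent E-selectin-positive cells; Signal: immunofluorescence imaging; Control set: TNF-alpha, DMSO.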
esBAF inh: Bmi1 luciferase reporter increase in mESCs, primary screen, esBAF inhibitor project, mouse ES cells, Bmi1 luciferase knock-in, single point; 24 h; 100% = twice the neutral-well signal; reporter increase, % at 12.5 µM; AID 602393, 2012; 350,000 compounds, 2% hits; in the data active = activation above about 40%; inconclusive = no clear call, values can overlap the other calls;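 also: 0% = median of the plate's neutral control wells and 100% = double that signal; a rise in the Bmi1 reporter signal indicates esBAF inhibition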
PglD DTNB: C. jejuni PglD acetyltransferase inhibitors, primary screen, biochemical, DTNB colorimetric, single point; UDP-N-acetylbacillosamine N-acetyltransferase PglD (Campylobacter jejuni); purified PglD enzyme, DTNB colorimetric CoA detection; inhibition, % at 12.5 µM; 360,000 compounds, 0.098% hits; in the data active = inhibition above about 16%, passing the limit was not always enough; inconclusive = no clear call, values can overlap the other calls; also: strong numbers were not always called active
RAD54 inh: inhibitors of human RAD54 branch migration, primary screen, biochemical, fluorescence, single point | AID 602329, 2012 | 360,000 compounds, 0.14% hits | DNA repair and recombination protein RAD54-like (Homo sapiens), Q92698 | RAD54 Holliday junction branch migration, FAM/BHQ fluorescence | inhibition, % at 10.4 µM;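 active = mean normalized replicate activity at least 40 and at least half of replicates scoring 40 or more; inconclusive = only one of the two criteria met; inactive = mean below 40 and under half of replicates reaching 40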;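 also: 0% = median of neutral control wells and 100% = median of positive control wells; inhibitors cause a drop in the FAM fluorescence signal; in these data hits start at about 50%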
Numbers without * were called inactive; ? = inconclusive; / = no result given. Hits appear at their usual frequency; any-hit rate near 3.2%.

The first 3 entries as a preview:
| compound | esBAF inh | RAD54 inh | ARNT TACC3 PPI | CASP6 VEID inh | RAD52 anneal inh | E-selectin induc | ERp5 inh | PglD DTNB |
| --- | --- | --- | --- | --- | --- | --- | --- | --- |
| Cc1cc(Cl)cc(Cl)c1OCCOCCN(C)C | -4 | 2 | 3 | -2 | 1 | / | 5 | 6 |
| COCC(=O)Nc1ccc2c(c1)C(=O)N(C)C[C@H](OC)[C@@H](C)CN(Cc1ccccn1)[C@@H](C)CO2 | -15 | 0 | 20 | -1 | -2 | 2.1 | -3 | -1 |
| O=C(Cc1n[nH]c(=O)c2ccccc12)Nc1cc(Cl)ccc1-n1cncn1 | 2 | -2 | -5 | -3 | -14 | / | 9 | -3 |

Main list, from the start:
| compound | esBAF inh | RAD54 inh | ARNT TACC3 PPI | CASP6 VEID inh | RAD52 anneal inh | E-selectin induc | ERp5 inh | PglD DTNB |
| --- | --- | --- | --- | --- | --- | --- | --- | --- |
| Cc1cc(Cl)cc(Cl)c1OCCOCCN(C)C | -4 | 2 | 3 | -2 | 1 | / | 5 | 6 |
| COCC(=O)Nc1ccc2c(c1)C(=O)N(C)C[C@H](OC)[C@@H](C)CN(Cc1ccccn1)[C@@H](C)CO2 | -15 | 0 | 20 | -1 | -2 | 2.1 | -3 | -1 |
| O=C(Cc1n[nH]c(=O)c2ccccc12)Nc1cc(Cl)ccc1-n1cncn1 | 2 | -2 | -5 | -3 | -14 | / | 9 | -3 |
| Cc1cccc(-c2sc(Nc3ccccc3)n[n+]2-c2ccc(F)cc2)c1 | 30 | 1 | -5 | -3 | -13 | / | 1 | 1 |
| COc1ccc(CN2CCCC(N3CCc4ccccc4C3)C2)c(O)c1 (centres undefined) | 0 | 6 | 7 | -15 | -4 | / | 6 | 3 |
| N#CC(CCc1ccc([N+](=O)[O-])cc1)(CCc1ccc([N+](=O)[O-])cc1)C(N)=O | -4 | -9 | -19 | 3 | -281 | -0.2 | 0 | -2 |
| O=C(CN1C(=O)c2ccc([N+](=O)[O-])cc2C1=O)Nc1ccccc1N1CCCC1 | / | 12 | -3 | -3 | -10 | -0.2 | -5 | 6 |
| S=c1nc(NCCc2ccccc2Cl)c2ccccc2[nH]1 | 41* | 7 | -6 | 1 | -5 | 0.2 | 2 | 11 |
| Nc1cc(N)nc(CS)n1 | -3 | 9 | 2 | -1 | -12 | 6.0 | -7 | 9 |
| CC(C)C[C@H]1CN(CCCC[C@H]2CNC(=O)C(=O)N2CCC2CCCCC2)C(=O)C(=O)N1CC1CCCCC1 | / | / | / | 7 | -9 | -0.2 | 3 | / |
| O=C(C[C@H]1CC[C@H]2[C@@H](COC[C@@H](O)CN2C(=O)Nc2ccc(C(F)(F)F)cc2)O1)NCC1CC1 | 0 | 0 | 0 | -2 | 9 | 0.9 | -4 | -2 |
| COc1ccc(S(=O)(=O)N2CCN(CCOc3ccccc3Cl)CC2)cc1OC | 7 | / | / | 2 | -8 | -1.7 | -5 | / |
| CCCNC(=O)C1(C)CCCN(C/C=C/c2ccccc2)C1 (centres undefined) | 3 | 2 | / | 0 | -5 | / | -1 | -1 |
| O=[N+]([O-])c1ccc(S(=O)(=O)N2CCN(c3ccnc4cc(Cl)ccc34)CC2)cc1 | / | 3 | -7 | 0 | 13 | 0.4 | -2 | 2 |
| Clc1ccccc1C1=Nn2c(nnc2-c2ccncc2)SC1 | -25 | 8 | -2 | / | / | / | / | -3 |
| CCC(C)[C@H](NC(=O)OC(C)(C)C)C(=O)N/N=C/C1=Cc2ccccc2OC1 (some centres undefined) | 4 | 9 | -1 | 0 | 9 | / | 1 | 0 |
| O=C1CN(C(=O)COC(=O)c2ccc([N+](=O)[O-])o2)c2ccccc2N1 | -3 | 2 | 42* | 39* | -12 | 3.0 | 2 | -1 |
| COc1ccc(S(=O)(=O)N2CCOC2CNC(=O)C(=O)NCCc2ccccc2OC)cc1 (centres undefined) | 4 | -4 | -6 | -2 | -9 | 0.0 | 15 | -2 |
| CCO[C@H]1OC(C(=O)N2CCCCCCC2)=C[C@@H](c2coc3ccccc3c2=O)[C@@H]1CCCO | 2 | -18 | -4 | / | / | -0.2 | / | 2 |
| COc1ccc(C(=O)NCC(=O)N2CCN(C(=O)c3ccco3)CC2)cc1 | -6 | -3 | -2 | -4 | -19 | -3.1 | 2 | -6 |
| CCC(C(=O)OCC(=O)Nc1cc(C)ccc1OC)c1ccccc1 (centres undefined) | / | / | / | 7 | 10 | -0.1 | 0 | / |
| CC(=O)[C@H]1CCC2C3CC=C4C[C@@H](O)CC[C@]4(C)C3CC[C@@]21C (some centres undefined) | 0 | 14 | -3 | -4 | 1 | 0.4 | 0 | -1 |
| Cc1ccc(-n2nnnc2SCC(=O)Nc2nc(-c3ccc(F)cc3)cs2)cc1C | 0 | 4 | -4 | -2 | -15 | / | -3 | -4 |
| CCn1c(SCC(=O)NCc2ccco2)nnc1C1CCCC1 | / | 0 | -2 | 2 | -13 | 0.1 | 2 | -1 |
| CC(C)(C)c1ccc2c(c1)OC(C(=O)N/N=C\c1ccc[nH]1)CO2 (centres undefined) | -12 | 4 | 5 | -2 | -3 | / | 0 | -2 |
| CO[C@H]1CN(C)C(=O)c2cc(NC(=O)c3cccc(F)c3)ccc2OC[C@@H](C)N(C)C[C@H]1C | 3 | 5 | -3 | 10 | -6 | -0.2 | 8 | 1 |
| CCCN1[C@@H]2c3ccc(-c4ccccc4OC)c(=O)n3C[C@H]1[C@H](CO)[C@H]2C(=O)N1CCOCC1 | / | / | / | -1 | -1 | -0.2 | 8 | / |
| CCCCNC(=O)[C@H]1C[C@H]1[C@@H](O)[C@H](CO)NC(=O)[C@H](COCc1ccccc1)NC(=O)OC(C)(C)C | 3 | 1 | 31 | 2 | -16 | 0.0 | 13 | -2 |
| O=C(Nc1ccc(N2CCOCC2)cc1)C1CCCCC1 | 17 | -10 | 0 | 1 | -15 | / | 5 | 2 |
| O=C(C1CCN(S(=O)(=O)N2CCC3(CC2)OCCO3)CC1)N1CCC(Cc2ccccc2)CC1 | -1 | 1 | 8 | 2 | -5 | / | 4 | 7 |
| N/C(=N\O)c1ccncc1 | / | 2 | -24 | -3 | -11 | 0.8 | 7 | 3 |
| COc1ccc(NC(=O)c2cccc(N3C(=O)NC4CC3(C)Oc3ccccc34)c2)cc1 (centres undefined) | 4 | -2 | -1 | / | / | / | / | 4 |
| CCOc1cc(/C=C/c2ccc3cccc([N+](=O)[O-])c3n2)ccc1O | / | -5 | 0 | 22 | -4 | 0.8 | ? | -4 |
| Cc1nnc(SCC(=O)Nc2cccc(S(=O)(=O)N3CCCCC3)c2)s1 | 4 | 0 | -2 | 6 | -25 | -0.6 | 5 | -4 |
| COc1cccc(C(c2nnnn2Cc2ccccc2)N2CCN(C3CCCC3)CC2)c1OC (centres undefined) | 1 | -7 | 0 | / | / | / | / | 6 |
| Cc1cc(C)c(NC(=S)N(C)C)cc1C | / | -5 | 1 | 5 | -10 | / | / | -142 |
| CC(=O)c1ccc(OCc2nnn(CC(=O)O)c2-c2ccccc2)cc1 | -5 | 4 | / | 0 | -13 | / | -10 | 0 |
| CC1(C(=O)Nc2cccc3ccccc23)CCN1C(=O)Cc1ccccc1Cl (centres undefined) | 4 | -4 | / | 0 | -9 | 0.8 | 1 | -5 |
| CCn1c(SC(C)C(=O)O)nc2sc3c(c2c1=O)CCC3 (centres undefined) | -9 | -1 | 16 | / | / | / | / | 3 |
| CC1CCc2cc(F)cc3c(O)c(C(=O)NCCN(C)C)c(=O)n1c23 (centres undefined) | -6 | 3 | -23 | -54 | 6 | 1.6 | 2 | 5 |
| CCc1cc2cc(C)ccc2nc1SCC(=O)Nc1cc(C)on1 | 4 | -7 | -2 | / | / | 1.2 | / | 0 |
| COc1ccc(NC(=O)N2CC(=O)N3[C@H](C2)[C@@H](c2ccc(-c4ccccc4)cc2)[C@@H]3CO)cc1 | / | / | / | -1 | -3 | -0.2 | 1 | / |
| CC(=O)N1c2ccccc2NC2=C(C(=O)CCC2)C1c1ccco1 (centres undefined) | -1 | 8 | 14 | 27 | -22 | 0.0 | -1 | 1 |
| CCN(CC(=O)Nc1cc(Cl)ccc1C)C(=O)CCOc1ccccc1C | 4 | 4 | 21 | 1 | 1 | / | 11 | -7 |
| C[C@@H]1CN([C@@H](C)CO)C(=O)c2cc(NC(=O)CCC(F)(F)F)ccc2O[C@@H](C)CCCCO[C@@H]1CN(C)C(=O)c1ccccc1 | -6 | 5 | -4 | 0 | 16 | 0.2 | 0 | 0 |
| CO[C@@H]1CN(C)C(=O)c2ccc(NC(C)=O)cc2OC[C@@H](C)N(C(=O)c2ccncc2)C[C@@H]1C | -1 | 0 | 1 | / | 6 | 0.1 | 0 | 2 |
| CC(C)C#Cc1ccc([C@H]2[C@H]3CN(S(=O)(=O)Cc4ccccc4)CCCCN3[C@H]2CO)cc1 | / | 0 | 13 | / | / | 0.0 | / | -2 |
| O=S1(=O)CCO[C@H]2Cc3ccccc3[C@H]2N1Cc1cccc(Cl)c1 | 2 | -17 | -7 | -1 | 6 | -0.1 | 2 | 3 |
| CCN(C[C@H]1N[C@@](C)(C(=O)OC)[C@H]2C(=O)N(C)C(=O)[C@@H]12)S(=O)(=O)c1ccc(C)cc1 | -1 | 9 | -6 | 0 | -6 | / | -1 | -1 |
| Cc1cc(C(=O)Nc2ccc(F)cc2)c2ccccc2n1 | -4 | -2 | -8 | -3 | -5 | 0.2 | 1 | 1 |
| O=C(OC1CCCCC1=O)c1ccc(S(=O)(=O)Nc2ccccc2)cc1 (centres undefined) | -5 | 7 | 1 | 5 | -10 | 1.6 | 0 | 1 |
| O=C(C[C@H]1CC[C@@H](NC(=O)Cc2ccccn2)[C@H](CO)O1)NCCCN1CCOCC1 | 0 | -10 | 1 | -2 | 2 | 0.6 | -4 | 5 |
| O=C(C[C@H]1CC[C@@H]2[C@H](COC[C@@H](O)CN2Cc2ccc(C(F)(F)F)cc2)O1)N1CCc2ccccc2C1 | 17 | 10 | 13 | / | / | 0.0 | / | 18 |
| CCCC#Cc1ccc([C@H]2[C@@H](C#N)N(S(=O)(=O)c3cccc(F)c3)[C@@H]2CO)cc1 | 1 | 0 | 15 | 1 | -119 | 2.4 | 0 | -1 |
| CN(C)C(=O)C[C@H]1CC[C@H]2[C@@H](COC[C@H](O)CN2CC2CCOCC2)O1 | 2 | 4 | 6 | -2 | -5 | 0.0 | -8 | -1 |
| COc1ccc(S(=O)(=O)Nc2ccc3c(c2)CC(=O)N([C@H](C)CO)C[C@@H](C)[C@@H](CN(C)Cc2ccc(Oc4ccccc4)cc2)O3)cc1 | 0 | -5 | 0 | / | 25 | -0.3 | -6 | -2 |
